# Bioassay records from PubChem BioAssay.
# UBC9 SUMO inh: SUMOylation inhibition. P63279. HTRF SUMOylation assay, SAE1/SAE2 + UBC9, in vitro. inhibition, % at 35 µM. actives 0.36% (n = 290,000); in the data active = inhibition above about 50%, passing the limit was not always enough; also: strong numbers were not always called active
# Target sequence (P63279 whole entry, looked up): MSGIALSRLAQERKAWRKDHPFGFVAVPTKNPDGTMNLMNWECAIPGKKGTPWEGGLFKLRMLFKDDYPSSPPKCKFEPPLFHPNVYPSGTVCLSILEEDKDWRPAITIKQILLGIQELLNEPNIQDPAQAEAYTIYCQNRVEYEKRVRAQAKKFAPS
# pCIP destab: lowers stability of the mouse p/CIP coactivator protein | Q05BA5 | F442A p/CIP-EGFP cells, EGFP fluorescence, 16 h | decrease of EGFP signal, % at 10 µM | actives 0.01% (n = 290,000);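 active = EGFP signal decrease of at least 30% at 10 µM or well 3 SD below plate mean, unless failing retest; inactive = the rest, including hits failing retest or dose response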; also: some compounds called inactive have numbers as strong as hits; many of its hits are not listed in these tables
# IDE cell activ: boosts human insulin-degrading enzyme activity in HEK cells; P14735; activation, % at 5.96 µM; actives 0.073% (n = 340,000); FAbeta-B cleavage, fluorescence polarization; 0% vehicle, 100% cell-free pure enzyme wells;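 active = activation above the mean of all tested compounds plus 3 SD, set per screening campaign, cut at about 17% in these data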
# MEKK2wt PB1 HTS: raises or lowers MEK5 binding to wildtype human MEKK2 PB1 domain; actives 1.1% (n = 290,000); binding response (% of control), % at 10 µM; AID 1531; bead flow cytometry, Alexa488-MEK5 binding to MEKK2 WT; actives lie on both sides; in the data active = binding response below about 67% or above about 130%
# M18AAP inhibitor: PfM18AAP enzyme inhibition; AID 1822; recombinant PfM18AAP, H-Glu-NHMec fluorogenic cleavage; inhibition, % at 7.35 µM; actives 1.2% (n = 290,000);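 active = inhibition above the campaign mean inhibition over all tested compounds plus 3 SD, cut at about 28% in these data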;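 also: 0% = plate median of test compound wells and 100% = 2 mM ZnCl2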
# NALP1 inh: blocks the NALP1 inflammasome reconstituted in yeast; S. cerevisiae NALP1/ASC/caspase-1 growth, X-gal OD620, 72 h; inhibition, % at 10 µM; actives 0.61% (n = 280,000); in the data active = inhibition mostly above about 24%, no sharp cut-off; inactive = mostly below about 32%; also: some compounds called inactive have numbers as strong as hits
# MEKK3 PB1 HTS: modulators (inhibitors or enhancers) of MEK5 binding to human MEKK3 PB1 domain; Q99759; binding response (% of control), % at 10 µM; bead-based flow cytometry, Alexa488-MEK5 binding to MEKK3; actives lie on both sides; 0 = blocked by unlabeled MEK5, 100 = vehicle; actives 1.4% (n = 290,000);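 active = binding response more than 3 SD above or below the average of its plate-row segment, actives on both sides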;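 also: Alexa488 bead fluorescence after subtracting the streptavidin-only scavenger bead signal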
# Target sequence (Q99759 whole entry, looked up, the tested form may be a part): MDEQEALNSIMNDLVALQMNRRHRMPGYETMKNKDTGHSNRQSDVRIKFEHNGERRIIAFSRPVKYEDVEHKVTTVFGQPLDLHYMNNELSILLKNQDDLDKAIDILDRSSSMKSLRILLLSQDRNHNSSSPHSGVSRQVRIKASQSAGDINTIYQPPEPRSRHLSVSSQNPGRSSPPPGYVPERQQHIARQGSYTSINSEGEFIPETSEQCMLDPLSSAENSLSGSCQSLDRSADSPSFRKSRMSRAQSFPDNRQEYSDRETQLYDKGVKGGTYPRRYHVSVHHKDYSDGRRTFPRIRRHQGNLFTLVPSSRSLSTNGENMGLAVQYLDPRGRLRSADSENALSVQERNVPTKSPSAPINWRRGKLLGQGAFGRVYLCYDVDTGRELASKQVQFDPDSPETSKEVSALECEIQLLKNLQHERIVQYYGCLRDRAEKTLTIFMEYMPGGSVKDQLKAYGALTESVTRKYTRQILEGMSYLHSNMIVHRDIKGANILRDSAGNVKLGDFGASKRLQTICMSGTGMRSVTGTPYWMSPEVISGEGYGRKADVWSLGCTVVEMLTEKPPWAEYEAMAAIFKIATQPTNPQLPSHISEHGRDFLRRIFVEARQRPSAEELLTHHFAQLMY
# MEKK2mut PB1 HTS: signal of MEK5 binding to mutant human MEKK2 PB1 domain; percent response, % at 10 µM; AID 1530; bead flow cytometry, Alexa488-MEK5 binding to MEKK2 mutant; actives 0.35% (n = 290,000); in the data active = percent response above about 24%, passing the limit was not always enough; also: inactives centre near 1; some results filed as inactive read as strong as hits; reference of the scale not given here
# IDE inh: cellular human IDE inhibition. P14735. HEK cells, FAbetaB cleavage, fluorescence polarization. AID 434962. actives 0.41% (n = 320,000). inhibition, % at 5.59 µM;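 active = percent inhibition above the average of all tested compounds plus 3 SD, set per screening campaign, cut at about 16% in these data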;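 also: IDE supplied by intact live HEK cells; FP after avidin binding of uncleaved biotin substrate so inhibition keeps polarization high; 0% = DMSO wells and 100% = 60 µM reference IDE inhibitor Ii1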
# * marks the source's active call; other numbers are inactive results; nt = no result given; [ ] = dose if it differs, or a comment. A portion of the library. The share of hits here may be higher or lower than overall.
# Second line of a record: UBC9 SUMO inh	pCIP destab	IDE cell activ	MEKK2wt PB1 HTS	M18AAP inhibitor	NALP1 inh	MEKK3 PB1 HTS	MEKK2mut PB1 HTS	IDE inh
O=C1C=C(Nc2cccc(Cl)c2)CC(c2ccco2)C1 (stereo unspecified)
    2	4	3	97	14	16	102	-1	2
NC(=O)[C@@H]1CC2(CC(c3cccc(NC(=O)[C@H]4CCC(=O)N4)c3)=NO2)CN1C(=O)c1ccc(Cl)cc1 (stereo partly specified)
    15	-12	-3	103	nt	1	105	1	4
CCN1C=C(Cc2ccc(OC)cc2)C2=C(C1)C(c1ccc(OC)cc1)C(C#N)=C(N)O2 (stereo unspecified)
    -14	5	-5	nt	5	10	nt	nt	2
Cc1nn(-c2ccccc2)c(C)c1-c1nnc(C(F)(F)F)o1
    9	-11	-1	97	2	20	96	1	-1
OC(CN1CCN(c2ccc(F)cc2)CC1)c1ccc(Cl)cc1 (stereo unspecified)
    -11	4	2	107	4	25	104	4	2
CCSc1nc2ccccc2n1CC(=O)N1CCCCC1
    2	-16	5	100	-1	-4	99	1	3
O=C(NCc1ccc2c(c1)OCO2)c1c[nH]c2ccc(S(=O)(=O)N3CCOCC3)cc2c1=O
    14	-6	-1	103	6	-2	105	-1	4
O=C(Nc1ccc(Br)cn1)c1ccc2nccnc2c1
    nt	nt	4	101	0	nt	99	15	2
Cc1ccc(S(=O)(=O)c2ccc([N+](=O)[O-])cn2)cc1
    10	-12	-4	103	-320	35*	105	8	-6
COc1ccc(CNC(=O)CSc2n[nH]c(C)c2[N+](=O)[O-])cc1
    -9	4	2	94	3	3	100	-3	1
O=C(NC(=S)NC1CCS(=O)(=O)C1)c1cccc([N+](=O)[O-])c1 (stereo unspecified)
    -1	5	4	106	4	12	103	4	2
CCCCCCn1c(SCC(=O)c2c(N)n(C)c(=O)n(C)c2=O)nc2ccccc21
    22	-14	2	101	1	-15	97	6	4
Nc1cc(N)nc(SCC(=O)Nc2ccc(Br)cc2Cl)n1
    19	-17	-1	100	nt	-8	105	4	1
Cc1ccc(S(=O)(=O)NC(=O)Nc2ccc(F)cc2)cc1
    13	-12	7	94	-2	25	96	3	3
CC1=Nc2cc([N+](=O)[O-])ccc2NC(C)(C)C1
    17	2	0	97	6	-7	99	4	0
Cc1ccc(C(=O)Nc2ccc(CC(=O)O)cc2)o1
    22	-2	4	106	-8	13	105	3	4
CC(C)C[C@H](NC(=O)c1nc[nH]c1C(=O)N1CCN(c2ccccc2)CC1)C(=O)OCc1ccccc1
    -53	-1	3	96	nt	nt	98	3	-2
CN(/N=C/c1ccc(-c2ccc([N+](=O)[O-])cc2)o1)c1ccccc1
    30	-405	-25	97	-32	-2	100	-21	11
CCCCC(OC(=O)c1ccco1)C(=O)NCc1ccc(C)cc1 (stereo unspecified)
    -11	2	2	96	2	-7	100	-5	-3
O=C1/C(=C/c2cccs2)N=C(c2cccs2)N1Nc1ccccc1
    0	-5	-1	57*[inhibitor]	1	13	88	-16	3
Cc1ccc(-n2c(C)cc(/C=N/Nc3ccc([N+](=O)[O-])cn3)c2C)c(C)c1
    23	-8	-2	83	8	-5	88	-6	0
CCCCC(CC)CNC(=O)c1ccc2c(c1)OCO2 (stereo unspecified)
    8	1	0	108	4	8	107	5	6
COc1ccc(C(=O)NCc2ccncc2)cc1OC
    2	1	2	97	-13	7	99	-5	4
CC1CCCC(C)N1C(=O)COC(=O)c1ccc(O)cc1 (stereo unspecified)
    -6	-1	-2	103	-5	42	101	4	1
COc1ccc(C)cc1NC(=O)CSc1nnc(COc2ccc(C)cc2)n1Cc1ccco1
    -11	-1	3	102	-7	0	105	3	1
O=C(CSc1nnc(CNC(=O)c2cccs2)o1)Nc1ccc(Br)cc1
    -2	-1	8	101	0	-13	102	0	2
O=C(NCc1ccco1)c1cnc2n(c1=O)CCS2
    13	4	-3	89	-9	13	81	-8	-2
CC(C)CCn1c(=O)c2ccccc2n2c(CCC(=O)NC3CCN(Cc4ccccc4)CC3)nnc12
    7	-9	-1	96	8	-4	92	-2	3
Cc1ccc(N2C(=O)c3cccc([N+](=O)[O-])c3C2=O)cc1C
    12	1	6	98	4	4	100	-3	1
COc1ccc(NC(=O)C2CCCN(S(=O)(=O)c3c(C)n[nH]c3C)C2)c(OC)c1 (stereo unspecified)
    -21	1	-1	108	-1	20	103	11	10

# Compound profiles, from the list above. Values in the order: UBC9 SUMO inh, pCIP destab, IDE cell activ, MEKK2wt PB1 HTS, M18AAP inhibitor, NALP1 inh, MEKK3 PB1 HTS, MEKK2mut PB1 HTS, IDE inh
# `CC(C)C[C@H](NC(=O)c1nc[nH]c1C(=O)N1CCN(c2ccccc2)CC1)C(=O)OCc1ccccc1` is entered as -53, -1, 3, 96, nt, nt, 98, 3, -2
# `O=C(NCc1ccc2c(c1)OCO2)c1c[nH]c2ccc(S(=O)(=O)N3CCOCC3)cc2c1=O` is entered as 14, -6, -1, 103, 6, -2, 105, -1, 4

# Structures listed so far shown as hits in NALP1 inh.
# Second line of a record: UBC9 SUMO inh	pCIP destab	IDE cell activ	MEKK2wt PB1 HTS	M18AAP inhibitor	NALP1 inh	MEKK3 PB1 HTS	MEKK2mut PB1 HTS	IDE inh
Cc1ccc(S(=O)(=O)c2ccc([N+](=O)[O-])cn2)cc1
    10	-12	-4	103	-320	35*	105	8	-6

# Continued.
# Second line of a record: UBC9 SUMO inh	pCIP destab	IDE cell activ	MEKK2wt PB1 HTS	M18AAP inhibitor	NALP1 inh	MEKK3 PB1 HTS	MEKK2mut PB1 HTS	IDE inh
CC(=O)OCCc1[nH]c2ccccc2c1C
    -4	-2	4	102	-1	8	98	1	5
C=C(C)C1CC=C(C)/C(=N/NC(=O)CNc2ccc(C)cc2C)C1 (stereo unspecified)
    11	-2	1	121	-1	12	113	0	5
Cc1cc(C)cc(NC(=O)C(OC(=O)c2cccs2)c2ccccc2)c1 (stereo unspecified)
    -12	-1	3	104	5	1	101	5	-2
CCOC(=O)C1=C(C)Nc2nnnn2C1c1c[nH]c2ccccc12 (stereo unspecified)
    8	-1	nt	102	10	46*	73	-3	-4
O=S(=O)(NCc1cc(-c2ccccc2Cl)no1)c1ccc(Cl)cc1
    -5	10	-3	97	4	-7	106	2	4
CCOC(=O)c1sc2nc(SCC#N)n(CC3CCCO3)c(=O)c2c1C (stereo unspecified)
    4	-7	1	100	0	2	100	-1	0
Cc1cc([N+](=O)[O-])nn1CC(=O)NNC(=S)Nc1ccc([N+](=O)[O-])cc1
    2	-6	2	101	6	2	105	3	5
O=C(O)c1cc(NS(=O)(=O)c2ccc(N3CCOCC3)c([N+](=O)[O-])c2)cc(C(=O)O)c1
    3	8	2	97	-7	24	102	-2	1
Cc1ccccc1NC(=O)c1cc(S(=O)(=O)N2CCCCC2)cs1
    -10	-6	6	102	-6	-14	102	-1	-3
COc1c(Cl)cc(Cl)cc1CNc1ccc(S(N)(=O)=O)cc1
    -4	5	2	81	0	0	88	-12	-5
COc1ccc(C(C)=O)cc1CSc1ncccn1
    -1	8	2	95	3	13	96	-7	-9
CN(Cc1ccccc1)C1CCCN(C(=O)c2ccc(Cl)s2)C1 (stereo unspecified)
    2	-33	2	99	-10	2	98	-3	-2
COc1ccccc1CNc1n[nH]c(NCc2ccccc2OC)n1
    4	8	1	109	15	14	99	4	1
CC(=O)Nc1ccc(NC(=O)CSc2ncnn2-c2ccccc2)cc1
    -4	7	4	101	-8	10	100	1	2
COC(=O)c1sccc1NC(=S)N1CCC(C)CC1
    12	-22	10	99	10	2	98	-3	0
O=C(COC(=O)c1cccc(C(=O)OCC(=O)c2ccc(Br)cc2)n1)c1ccc(Br)cc1
    0	-6	3	103	-9	28	104	7	7
O=C(NCCn1ccc2ccccc21)c1ccc2c(c1)OCO2
    5	-2	3	104	9	nt	102	-2	1
CCN(CC)C(=O)c1cnn(-c2ccccc2)c1NC(=O)c1cccc(F)c1
    9	-2	4	105	-1	7	103	-1	6
COc1ccc(/C=C2\SC(=NCc3ccccc3)NC2=O)cc1
    0	-11	1	91	-2	6	90	-5	7
CC(C)C1CC(CCNCc2ccc(N(C)C)cc2)(c2ccccc2)CCO1 (stereo unspecified)
    -6	-7	2	116	-8	44	92	23	-1
Cc1ccc(S(=O)(=O)N(CC(=O)NCC2CCCO2)C2CCCCC2)cc1 (stereo unspecified)
    -7	-10	0	103	0	-14	104	-1	2
NC(=O)C1CCN(CC(=O)Nc2ccccn2)CC1
    10	0	3	103	-2	9	101	4	5
O=C(/C=C/c1ccccc1)NCCC1=CCCCC1
    5	-8	-1	102	-1	51*	95	2	7
Cc1ccc(S(=O)(=O)NC(=O)Nc2ccccc2)cc1
    2	4	0	96	-6	11	101	-9	-3
CN(C(=O)COC(=O)C1c2ccccc2Oc2ccccc21)C1CCS(=O)(=O)C1 (stereo unspecified)
    -7	-4	1	100	-4	4	98	-9	-4
COc1ccccc1NS(=O)(=O)c1cc(NC(=O)c2cc[n+]([O-])cc2)ccc1N1CCCC1
    -7	17	1	94	10	4	98	1	1
Cc1ccc(Cn2c(N3CCCCCC3)nc3c2c(=O)[nH]c(=O)n3C)cc1
    7	-1	2	94	-2	17	92	-7	-5
CN(C)/C=C/C(=O)C(F)(F)F
    2	1	4	101	5	14	105	-3	3
O=C(CN(Cc1ccco1)S(=O)(=O)c1ccccc1)N/N=C/c1ccccc1C(=O)O
    3	-8	6	87	16	2	92	-12	6
O=C1C(Cl)=C(N2CCOCC2)C(=O)N1c1ccccc1
    16	-4	-5	89	20	0	93	-6	0
COc1ccc(N2CCN(C(CNS(=O)(=O)c3ccccc3)c3ccccc3)CC2)cc1 (stereo unspecified)
    8	-4	4	98	-5	22	101	-3	-2
CCOc1ccccc1CN1CCC(O)CC1
    -5	-6	4	111	4	28	108	9	0
N#C/C(=C\c1c(Cl)cccc1Cl)c1nc2ccccc2o1
    8	0	0	100	3	12	108	0	2
COC(=O)c1ccc(CSc2nc3sc(C)c(C)c3c(=O)[nH]2)cc1
    15	-1	-4	100	0	nt	98	6	0
C=CCn1c(SCC(=O)NCc2ccccc2)nnc1-c1cc(Br)ccc1O
    13	-5	3	91	-5	8	93	-3	-3
COC(=O)c1ccc(-n2ccnc2)cc1
    0	4	3	92	7	2	104	-9	-1
CCN1C/C(=C/c2ccc(OC)c(O)c2)C(=O)/C(=C/c2ccc(OC)c(O)c2)C1
    -10	-13	2	98	13	13	103	0	-2
CC(CCc1ccccc1)NC(=O)/C=C/c1ccccc1 (stereo unspecified)
    12	-4	4	98	8	15	89	-2	7
COc1ccc(NC(=O)Nc2c(C)n(-c3ccccc3)c(=O)n2C)cc1OC
    15	-10	6	103	9	7	103	11	7
CCN1CCN(C(c2ccccc2)c2sc3nc(C)nn3c2O)CC1 (stereo unspecified)
    -5	-6	-1	98	nt	7	92	6	-3
Cc1cccc(OCc2nnc(SCC(=O)O)n2-c2ccccc2)c1
    -5	2	0	96	2	-2	97	-12	2
COc1ccc(OC)c(NS(=O)(=O)c2ccc(NC(=O)c3ccc(NS(C)(=O)=O)cc3)cc2)c1
    -6	-6	-2	100	3	14	116	0	0
CCc1ccc(OCc2nc(-c3ccccn3)no2)c(Br)c1
    9	-9	3	102	0	38	109	5	-8
O=C(Oc1cc(=O)oc2ccccc12)c1ccco1
    13	-2	-6	109	1	15	102	5	0
Cc1ccc(S(=O)(=O)C(C#N)=C2N(C)c3ccccc3N2C)cc1
    3	0	0	94	8	-1	102	-6	-4
CCOC(=O)c1c(C)[nH]c(C)c1S(=O)(=O)N(C)CC(=O)Nc1ccccc1
    15	-3	4	101	0	4	99	-1	0
Cc1c(Cl)cccc1NC(=O)CSC(N)=O
    18	9	-8	96	1	8	99	-7	-1
